Bioassay records (PubChem BioAssay)
MrgX1 antagonist = blocks BAM8-22 activation of human MrgX1 receptor; B-score at 10 µM; 1.3% of 310,000 active; MRGX1-HEK293 calcium flux, Fluo-4, BAM8-22 antagonism; stronger effect = lower value; Q96LB2; AID 588676;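 active = calcium-response B-score plate-corrected more than 3 library SD below zero, starting fluorescence within 5 deviations, no agonist response on first addition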;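 also: peak minus trough fluorescence over baseline after final BAM8-22 challenge near maximal dose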
SKKanGAS inh = SKKanGAS growth inhibition; S. pyogenes SKKanGAS, kanamycin growth, BacTiter-Glo, 6 h; inhibition, % at 7.5 µM; 1.3% of 300,000 active;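 active = mean replicate score, as percent of positive control median, at least 50; inconclusive = mean below 50 but one replicate at or above 50; inactive = mean and every replicate below 50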;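 also: strain carries kanamycin resistance gene driven by streptokinase promoter and grows in 40 µg/ml kanamycin; loss of luminescence reflects streptokinase promoter inhibition or plain growth inhibition; 0% = median of DMSO wells and 100% = positive control at its reference dose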
aSyn UTR inh = 5' untranslated region of α-synuclein, MLPCN primary screen; alpha-synuclein 5'UTR reporter, inhibitor activity; inhibition, % (tested at 7.5 µM); 0.82% of 300,000 active; AID 1813; in the data active = inhibition above about 60%; inconclusive = no clear call, values can overlap the other calls;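 also: H4 neuroglioblastoma cells stably carrying SNCA 5'UTR luciferase fusion; 0% = DMSO wells and 100% = positive control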
KLF5 inh = kruppel-like factor 5 inhibition | DLD-1 KLF5 promoter-luciferase reporter, luminescence | inhibition, % at 5 µM | 0.23% of 290,000 active;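 active = inhibition above a per-plate limit of that plate's mean compound inhibition plus 3 SD, cut at about 60% in these data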;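 also: 0% = DMSO wells and 100% = LY294002 at 200 µM; higher means less KLF5 promoter-driven luciferase light; inactives centre near -14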
TRPC4 agonist = activators of mouse TRPC4 channel | Q9QUQ5 | HEK293 TRPC4beta/mu-opioid, Fluo4 calcium fluorescence; stronger effect = higher value | B-score at 10 µM | 0.49% of 310,000 active | AID 2237;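 active = B-score above 5 SD of library B-scores, and initial fluorescence ratio not above library mean plus 5 SD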;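 also: positive B-score marks a calcium rise read as TRPC4 activation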
Target sequence (Q9QUQ5 whole entry, looked up): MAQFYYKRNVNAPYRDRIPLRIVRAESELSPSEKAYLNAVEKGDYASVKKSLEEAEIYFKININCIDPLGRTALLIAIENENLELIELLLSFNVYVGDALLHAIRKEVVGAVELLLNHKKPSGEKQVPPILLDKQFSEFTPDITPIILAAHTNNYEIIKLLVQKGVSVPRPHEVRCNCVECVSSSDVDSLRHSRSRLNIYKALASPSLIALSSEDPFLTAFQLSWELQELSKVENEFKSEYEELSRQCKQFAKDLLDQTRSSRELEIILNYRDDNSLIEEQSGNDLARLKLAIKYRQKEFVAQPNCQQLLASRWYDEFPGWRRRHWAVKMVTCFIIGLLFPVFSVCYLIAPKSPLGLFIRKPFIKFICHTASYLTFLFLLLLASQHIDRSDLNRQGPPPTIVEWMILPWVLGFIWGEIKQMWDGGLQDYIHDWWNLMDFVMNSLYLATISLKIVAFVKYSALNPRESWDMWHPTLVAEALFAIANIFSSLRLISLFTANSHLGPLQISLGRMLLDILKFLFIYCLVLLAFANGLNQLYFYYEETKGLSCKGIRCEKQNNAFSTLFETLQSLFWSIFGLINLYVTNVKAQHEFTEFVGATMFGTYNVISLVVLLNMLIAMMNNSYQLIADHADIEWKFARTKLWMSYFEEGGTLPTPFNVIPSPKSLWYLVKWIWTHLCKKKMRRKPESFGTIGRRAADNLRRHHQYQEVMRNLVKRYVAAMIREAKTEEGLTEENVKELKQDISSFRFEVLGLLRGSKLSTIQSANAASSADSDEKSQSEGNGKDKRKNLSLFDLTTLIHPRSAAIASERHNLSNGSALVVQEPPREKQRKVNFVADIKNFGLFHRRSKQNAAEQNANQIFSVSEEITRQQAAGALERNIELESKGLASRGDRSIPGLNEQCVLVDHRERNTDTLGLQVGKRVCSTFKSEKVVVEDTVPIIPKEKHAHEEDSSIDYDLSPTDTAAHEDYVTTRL
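Assay system: HEK293 stable line with TRPC4beta plus mu-opioid receptor; schedule: 45 min room-temperature Fluo4 loading, 110 s read; technique: kinetic Fluo4 calcium fluorescence; evaluation: integrated baseline-normalised fluorescence ratio, converted to per-well B score; controls: buffer (low) and maximal DAMGO (high)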
HIF activator = HIF pathway transcriptional activation; U2OS HRE-luciferase reporter, luminescence; normalized: DMSO 0%, desferrioxamine 100%; activation, % at 7.5 µM (by protocol); 0.32% of 300,000 active; AID 1910;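 active = mean activation of at least 10% of the iron chelator positive control signal, with at least half of replicates also reaching 10%; inconclusive = mean and replicate majority disagree about reaching 10%; inactive = mean and most replicates under 10%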
TRPC4 PAM = allosterically enhances the mouse TRPC4 cation channel. Q9QUQ5. HEK293 TRPC4beta/mu-opioid, DAMGO EC20, Fluo-4 Ca2+ flux; stronger effect = higher value. B-score at 10 µM. 0.42% of 310,000 active. AID 2227;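 active = B-score of calcium response area above 5 SD of library B-scores, with initial fluorescence ratio within 5 SD of library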;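 also: B-score of integrated fluorescence ratio over time as area under calcium response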
TRPC6 inhibitor = mouse TRPC6 channel inhibition. Q61143. HEK293-TRPC6, membrane potential dye, ACh-evoked depolarization; stronger effect = lower value. B-score at 10 µM. 1.1% of 310,000 active;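 active = B-score under library mean minus 3 SD, initial fluorescence not abnormally high, positive integrated signal ratio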;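 also: B-score derived from integrated fluorescence ratio over the kinetic read; more negative B-score means stronger inhibition of depolarization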
IEC-6 tox = counter-screen for KLF5 inhibitors: cytotoxicity in IEC-6 cells; IEC-6 cytotoxicity, luminescence viability; inhibition, % at 5 µM; 0.78% of 290,000 active; AID 1825; in the data active = inhibition above about 22%;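 also: 0% = plate median of test compound wells and 100% = cytotoxic reference compound wells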
TRPC4 block = blocks the mouse TRPC4 cation channel. B-score at 10 µM. 0.39% of 300,000 active. HEK293 TRPC4beta/mu-opioid, DAMGO-evoked Fluo4 calcium flux; stronger effect = lower value. Q9QUQ5;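 active = B-score over 3 SD under the library average, no early fluorescence shift, positive overall ratio signal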
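Assay system: HEK293 cells with stable TRPC4beta plus mu-opioid receptor expression; Probe or stimulus: DAMGO in two steps, submaximal then maximal; Dosing: single-point compound dosing; Measured by: Fluo4 calcium-dye fluorescence, kinetic read; Read-out basis: B score from integrated Fluo4 fluorescence ratio.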
TRPC6 act = activates the mouse TRPC6 cation channel; Q61143; B-score at 10 µM; 0.13% of 310,000 active; HEK293-TRPC6 membrane potential dye fluorescence; stronger effect = higher value;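 active = B-score of the integrated fluorescence ratio above library mean plus 3 SD, and starting fluorescence ratio within library mean plus 5 SD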;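 also: higher score means more depolarization so channel activation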
* marks the source's active call; other numbers are inactive results; i = inactive; u = inconclusive; x = no result given.

Compound,MrgX1 antagonist,SKKanGAS inh,aSyn UTR inh,KLF5 inh,TRPC4 agonist,HIF activator,TRPC4 PAM,TRPC6 inhibitor,IEC-6 tox,TRPC4 block,TRPC6 act
COc1ccccc1CNC(=O)COc1cc2c(c3oc(=O)cc(C)c13)CCC(C)(C)O2,-7.6*,16,41,-3,i,-0.1,i,i,12,i,i
O=C(Nc1nccs1)OCc1ccccc1,i,0,-80,x,i,3.4,i,i,x,i,i
COC(=O)c1ccc(CSc2nnc(N)s2)cc1,i,-4,-52,-17,i,0.5,i,i,1,i,i
CCOC(=O)c1cccc(NC(=O)CSc2nnc(C)n2Cc2ccccc2)c1,i,-11,14,-16,i,-0.1,i,i,4,i,i
Cc1ccc(C(=O)NNc2cc(=O)n(C)c(=O)n2C)cc1C,-5.1*,2,-8,-6,i,0.0,i,i,-4,i,i
COc1ccc(CCN(C)C(=O)CCCN2C(=O)c3cccc4cccc(c34)C2=O)cc1OC,i,-11,44,-12,i,0.0,i,i,8,i,i
Cc1cc(Sc2nc(N)ncc2[N+](=O)[O-])ncn1,i,-2,-12,0,i,0.7,i,i,-8,i,i
CCN(CC)S(=O)(=O)c1cc(NC(=O)c2cccc(N3C(=O)CCC3=O)c2)ccc1Cl,i,-3,0,x,i,-0.2,i,i,x,i,i
COC(=O)c1ccc(NC(=O)C2CC3CCC2C3)cc1 (stereo unspecified),i,1,-194,x,i,1.9,i,i,x,i,i
COc1cc(S(=O)(=O)N2CCCC3(CCCCC3)C2)ccc1-n1cnnn1,i,6,10,10,i,0.2,i,i,8,i,i
CCN(CC)CCC(=O)N1c2ccccc2Sc2ccc(Cl)cc21,i,-1,-31,x,i,0.7,i,-5.4*,x,i,i
O=C(O)c1cccc(S(=O)(=O)N2CCC(n3nnc4cc(C(F)(F)F)ccc43)CC2)c1,i,3,13,25,i,-0.3,i,i,5,i,i
Cc1nn(Cc2ccc(C(=O)N3N=C(C(F)F)CC3(O)C(F)F)cc2)c(C)c1[N+](=O)[O-] (stereo unspecified),i,17,20,-11,i,0.1,i,-5.2*,1,i,i
O=C(CSc1nc(-c2ccccc2Cl)ns1)NCc1ccco1,i,-7,-16,-20,i,0.8,i,i,4,i,i
Fc1cccc(NC(=S)N2CCCCC2)c1,i,0,9,7,i,-0.1,i,i,2,i,i
COc1ccccc1-n1cnc2c(c1=O)c1nc3ccccc3nc1n2-c1ccc(C)c(C)c1,x,u,17,-11,i,0.0,i,i,-5,i,i
Cc1nc(-c2cccc(S(=O)(=O)N3CCC(C)CC3)c2)cs1,i,-3,6,-20,i,-0.1,i,i,-3,i,i
Cc1cc(=O)oc2cc(OCC(=O)Nc3nccs3)ccc12,i,2,-51,-114,i,2.3,i,i,-1,i,i
Cc1nn(Cc2ccc(C(=O)N3N=C(C(F)F)CC3(O)C(F)F)o2)c(C)c1[N+](=O)[O-] (stereo unspecified),i,-6,33,-6,i,-0.2,i,i,5,i,i
O=C(COc1ccc(S(=O)(=O)N2CCOCC2)cc1)NCC1CCCO1 (stereo unspecified),i,-4,8,-26,i,0.1,i,i,-5,i,i
Cc1c(C(=O)Nc2ccccc2Cl)oc2ccc(S(=O)(=O)N3CCC4(CC3)OCCO4)cc12,i,3,28,0,i,1.0,i,i,0,i,i
O=C(/C=C/Nc1ccc(F)cc1)c1ccc(Oc2ncccn2)cc1,i,-9,-115,-75,i,0.7,i,i,4,i,i
CC(OC(=O)CN1C(=O)NC2(CCCC2)C1=O)C(=O)Nc1cccc(Cl)c1 (stereo unspecified),i,8,-1,-33,i,0.0,i,i,3,i,i
COc1cc(O)c(C(CCN2CCOCC2)c2ccc3c(c2)OCO3)c(OC)c1 (stereo unspecified),i,-1,-9,x,i,0.7,i,i,x,i,i
COc1ccccc1C(=O)NCCCNc1ccc([N+](=O)[O-])cc1,i,-8,33,19,i,-0.2,i,i,3,i,i
CSC(=NC(C)c1ccccc1)NS(=O)(=O)c1cccs1 (stereo unspecified),i,1,19,-10,i,-0.1,i,i,-4,i,i
O=C(NC(=S)NCC1CCCO1)c1ccc(Cl)cc1 (stereo unspecified),i,-1,-106,-13,i,1.6,i,i,6,i,i
CCn1cc(S(=O)(=O)c2ccc(C)cc2)[nH]c1=O,i,-2,1,-22,i,-0.1,i,i,6,i,i
O=C(NCCn1cccc1)c1cccc2ccccc12,i,4,17,-15,i,-0.3,i,i,1,i,i
CC(=O)Nc1ccc(S(=O)(=O)Oc2ccc3c(c2)C(C)=CC(C)(C)N3)cc1,i,-4,9,-8,i,-0.7,i,i,33*,i,i
Cc1cccc(Oc2ccc(N)cc2)c1,i,-1,2,5,i,1.3,i,i,4,i,i
COc1ccc(CCC(=O)Nc2sc(C(=O)N(C)C)c(C)c2C#N)cc1,x,-3,19,-18,i,-0.3,i,i,3,i,i
Nc1nnc(Cc2cccc(Br)c2)s1,i,2,15,3,i,-0.2,i,i,-3,i,i
Cc1ccc(NC(=O)CN2C(=O)NC3(CCc4ccccc43)C2=O)cc1 (stereo unspecified),i,-5,24,12,i,0.2,i,i,0,i,i
CC(C)CCN1C(=O)c2ccc(C(=O)NCc3ccco3)cc2C1=O,i,1,4,0,i,-0.4,i,i,-1,i,i
COc1ccc(C)cc1Nc1nc(C)nc2sc(C)cc12,i,5,-28,19,i,4.5,i,i,6,i,i
COc1ccccc1NC(=O)Nc1ccccc1C(N)=O,i,3,-30,-4,i,-0.2,i,i,3,i,i
CCCn1nnc(NC(=O)C(C)C)n1,i,1,19,-21,i,0.7,i,i,-1,i,i
O=C(CSc1nc2c(c(=O)n1-c1ccc(Cl)cc1)SCC2)N1CCCC1,i,-2,3,-13,i,-0.1,i,i,4,i,i
Cc1[nH]c2ccccc2c1-c1nc2ccccc2[nH]1,i,-3,-78,-7,i,1.9,i,i,4,i,i
c1ccc(-c2nc(N3CCN(c4ccccc4)CC3)nc(-n3ccnc3)n2)cc1,i,60*,-4,-27,i,0.0,i,i,1,i,i
Cc1ccc(C(=O)NCCc2nnc3ccc(SCC(=O)Nc4cc(C)on4)nn23)cc1,i,4,1,-16,i,-0.4,i,i,3,i,i
COc1ccc(C(C(=O)NC(C)(C)C)N(C(=O)CNC(=O)c2cccs2)c2ccc(C)cc2)cc1OC (stereo unspecified),i,-10,-29,24,i,0.0,i,i,4,i,i
CCN1CCN(C(=S)Nc2sc(C)c(-c3ccccc3)c2C(=O)OC)CC1,i,6,-2,-36,i,0.2,i,i,7,i,i
Cc1cc(Cl)ccc1OCC(=O)Nc1cccnc1,i,-5,-108,-21,i,3.1,i,i,3,i,i
NNC(=O)C(Cc1ccc(O)cc1)N1Cc2ccccc2C1=O (stereo unspecified),i,-9,1,-34,i,-0.7,i,i,0,i,i
C=CCn1c(CCc2cc(C(C)(C)C)c(O)c(C(C)(C)C)c2)n[nH]c1=S,i,20,7,17,i,0.0,i,i,2,i,i
COc1ccc(/C=C(\NC(=O)c2ccc(OC)c(OC)c2)C(=O)NCCc2c[nH]c3ccccc23)cc1,i,-1,8,-8,i,-0.7,i,i,-5,i,i
Oc1c(C(c2ccco2)N2CCN(C(c3ccccc3)c3ccccc3)CC2)sc2ncnn12 (stereo unspecified),i,0,22,-28,i,0.4,i,i,0,i,i
Clc1cccc(Oc2ncccn2)c1,i,-3,2,-6,i,-0.2,i,i,-2,i,i
COc1ccc(S(=O)(=O)N2CCCCCC2)cc1NC(=O)c1ccccc1,i,-10,2,-27,i,0.0,i,i,3,i,i
O=C(NCC(=O)N(Cc1ccco1)C(C(=O)NC1CCCC1)c1ccncc1)c1cccs1 (stereo unspecified),i,9,4,-38,i,-0.1,i,i,-2,i,i
COc1ccccc1N1CCN(S(=O)(=O)c2c(C)[nH]c(C)c2C(=O)N2CCCCC2)CC1,i,3,10,-21,i,-0.1,i,i,-5,i,i
CS(=O)(=O)N(CC(=O)NC1CCCC1)c1ccc2c(c1)OCCO2,i,1,-4,-20,i,-0.5,i,i,-3,i,i
O=C(NCCCN1CCOCC1)c1ccccc1,i,-3,11,-10,i,0.1,i,i,-2,i,i
CCN(CC)S(=O)(=O)c1ccc(NC(=O)[C@@H](NC(=O)c2cc(OC)cc(OC)c2)C(C)C)cc1,i,4,11,-41,i,0.1,i,i,0,i,i
Cc1cc(F)ccc1S(=O)(=O)N1CCCOC1CNC(=O)C(=O)NCc1ccco1 (stereo unspecified),i,-3,7,-19,i,-0.1,i,i,0,i,i
CC(=O)NCCC(=O)N1CCCC(N(C)CCc2ccccc2)C1 (stereo unspecified),i,0,-11,-14,i,0.0,i,i,6,i,i
COc1ccccc1CNC(=O)c1ccc2nc3[nH]c4ccccc4c3nc2c1,i,19,-13,0,i,-0.2,i,i,2,i,i
CN(c1ccc(C(=O)Nc2cccc([N+](=O)[O-])c2)cc1)S(C)(=O)=O,i,16,-42,5,i,1.0,i,i,9,i,i
CCOC(=O)/C=C/c1cnn(-c2ccccc2)c1,i,-8,-113,-170,i,3.0,i,i,1,i,i
